Screens: PubChem BioAssay, School of Medicine, Indiana University
FECH inh: inhibitors of human ferrochelatase, primary screen, biochemical, purified FECH, Ni-mesoporphyrin absorbance; Ferrochelatase, mitochondrial (Homo sapiens), P22830; Ni-mesoporphyrin absorbance 550 nm; calls only at 10 µM (by protocol); 20,000 tested, 3.3% active;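 active = enzyme reaction rate more than 3 SD below the solvent-only control wells on the same plate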;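 note: lower slope than DMSO wells means FECH inhibition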
Calls only; i = inactive. Not all compounds are listed; the hit share may differ from the screen's.

SMILES	FECH inh
CCOc1ccccc1NC(=O)N1CCC(n2cnc3cccnc32)CC1	i
Cc1ccccc1Nc1nc(N(C)CCO)nc2c1cnn2-c1ccccc1	i
Cc1cc(N2CCOCC2)nc(N2CCN(S(=O)(=O)c3cc(C(C)C)ccc3C)CC2)n1	i
COc1ccc(OC)c(Nc2nc(NCCCO)nc3c2cnn3-c2ccccc2)c1	i

Arranged by SMILES length (descending): three of the compounds above
SMILES	FECH inh
Cc1cc(N2CCOCC2)nc(N2CCN(S(=O)(=O)c3cc(C(C)C)ccc3C)CC2)n1	i
COc1ccc(OC)c(Nc2nc(NCCCO)nc3c2cnn3-c2ccccc2)c1	i
CCOc1ccccc1NC(=O)N1CCC(n2cnc3cccnc32)CC1	i
